# Growth percent in the NCI-60 one-dose screen (48 h, 10 µM unless noted): 100 = growth as untreated, 0 = no growth, -100 = all killed.
# M14: M14 melanoma | 6.2% of 80,000 active
# CCRF-CEM: CCRF-CEM leukemia | 7% of 77,000 active
# HOP-62: HOP-62 NSCLC; 3.9% of 80,000 active
# EKVX: EKVX NSCLC; 3% of 71,000 active
# A549/ATCC: A549/ATCC NSCLC | 3.7% of 81,000 active
# SK-MEL-5: SK-MEL-5 melanoma | 6.4% of 80,000 active | AID 1794755
# SK-MEL-28: SK-MEL-28 melanoma | 4.1% of 81,000 active | AID 1794761
# HOP-92: HOP-92 NSCLC cells; 6.3% of 71,000 active
# Active calls of the source: *; / = no result given; & = joins results of further samples; ! = not confirmed by another sample. Rule for the calls: active = growth percent below 10; inactive = the rest. Rows are unselected; about 12% have a hit in one of these screens.
cpd	Structure	M14	CCRF-CEM	HOP-62	EKVX	A549/ATCC	SK-MEL-5	SK-MEL-28	HOP-92
1	CC(=O)Nc1ccc([N+](=O)[O-])cc1C	88	93	88	97	107	102	99	82
2	COc1cc2nc(NC3CC3)nc(NC3CCNCC3)c2cc1OC	/	95	89	94	96	98	100	71
3	O=C(Cn1cc(CN2C(=O)c3ccc([N+](=O)[O-])cc3C2=O)nn1)Nc1ccccc1F	96	98	99	104	99	103	102	95
4	COc1ccc2nc(-c3ccc(Cl)cc3)cc(C(=O)N3N=C(c4ccc(N)cc4)CC3c3ccc(OC)c(OC)c3)c2c1 (stereo unspecified)	95	102	94	83	91	102	109	90
5	CC(C)c1nc(CN(C)C(=O)N[C@H](C(=O)N[C@@H](Cc2ccccc2)C[C@H](O)[C@H](Cc2ccccc2)NC(=O)OCc2cncs2)C(C)C)cs1	85	73	95	77	94	82	107	109
6	CCOC(=O)C(C(=O)OCC)C(C)C	/	112	103	/	102	94	95	92
7	O=C(Cn1c(O)c(C=Nc2ccc(Nc3nccs3)cc2)c2ccccc21)c1ccc(F)cc1	103	/	76	50	96	91	116	102
8	O=[N+]([O-])c1ccc(S(=O)(=O)c2ccc([N+](=O)[O-])cc2)cc1	106	127	138	111	107	110	110	94
9	COc1ccc(NC(=O)Cn2c(=O)c3c(ncn3C)n(C)c2=O)cc1	99	96	92	101	92	107	112	94
10	O=C(O)C(c1ccccc1)(c1ccccc1)c1ccccc1	99	97	111	/	95	99	106	/
11	CCCCCCCCCCCCCCCCCCOC(=O)CCl	91	112	106	/	94	98	105	115
12	Cc1cc(SCc2ccccc2Cl)nc(N)n1	106	87	82	86	94	107	65	69
13	Nc1nccc2c1ncn2C1OC(CO)C(O)C1O (stereo unspecified)	118	104	92	110	104	107	102	110
14	CN1C(=O)/C(=C\C(=O)c2cc3ccccc3oc2=O)c2ccccc21	59	43	54	64	78	92	61	64
15	CNc1ccc2nc3ccc(=[N+](C)C)cc-3sc2c1	-23*	9.7*!	7.5*	44&41	5.3*	-61*	-31*!	-4.8*!
16	CNCCCC(C)Nc1ccnc2cc(Cl)ccc12 (stereo unspecified)	104	94	/	102	94	95	106	/
17	O=C1Nc2ccccc2/C1=N/N1C(=O)CN(CCCl)C1=O	107	99	98	102	104	97	111	110
18	NC(=O)c1cccc(NC(=O)C2CCCO2)c1 (stereo unspecified)	102	103	101	96	100	100	112	106
19	Clc1ccc(OCCBr)cc1	97	95	90	97	95	103	109	90
20	O=C1Nc2ccc(Cl)cc2C1=Nc1ccc(O)cc1	101	89	93	98	106	98	109	88
21	CCN(CC)c1ccc(N2C(=O)/C(=C/c3cccs3)SC2=S)cc1	95	83	106	92	92	94	98	6.6*
22	COc1ccc(/C=C/C(=O)c2cc3c(N)c(C(=O)Nc4cccc5ccccc45)sc3nc2C)cc1	60	34	75	92	69	69	65	77
23	CCOC(=O)/C(=C/c1ccc(C#N)cc1)N(CC)CC	105	95	101	106	96	102	114	106
24	COc1cccc(C/C(C)=C(/c2ccc(OCCN3CCCCC3)cc2)c2ccc(OC(C)=O)cc2)c1	100	105	109	98	107	91	111	92
25	NC(=O)C(=O)Nc1ccc2c(c1)OCO2	99	104	95	105	87	104	112	131
26	O=C(CN1CCN(c2cc3c(cc2F)c(=O)c(C(=O)O)cn3C2CC2)CC1)N/N=C/c1ccc(Cl)cc1	101	83	102	94	91	99	101	96
27	O=C(Nc1ncc(Cc2cccc(C(F)(F)F)c2)s1)C(=S)N1CCOCC1	119	101	105	96	99	99	113	97
28	COc1ccc(C2Sc3ccccc3N(CCN(C)C)C(=O)C2OC(C)=O)cc1 (stereo unspecified)	94	97	/	95	95	100	105	88
29	COc1ccc(C2=Nc3c(N)ncnc3NC(c3sc(Cl)nc3Cl)C2)cc1 (stereo unspecified)	111	49	106	/	93	100	109	86
30	O=C(Nc1cccc(Cl)c1)Oc1ccc2c(c1)CCC2	112	95	100	106	100	111	106	/
31	NC1=NC(c2ccc3ccccc3c2)c2sc3ccc(Cl)cc3c2N1 (stereo unspecified)	98	97	99	93	101	98	116	87
32	CCCN(CCC)C(=O)SCC	106	/	108	/	96	98	113	/
33	CC(C)=CC/C=C(/C)[C@H]1CC[C@]2(C)[C@@H]1CC[C@@H]1[C@@]3(C)C/C(=C/c4ccc(Br)cc4)C(=O)C(C)(C)[C@@H]3CC[C@]12C	96	91	100	89	96	97	109	88
34	CC(=O)c1sc(/N=C2\NC(=O)/C(=C3/C(=O)N(C)c4ccc(Cl)cc43)S2)nc1C	100	111	116	96	105	97	99	95
35	CC(C)(Sc1cc(C(C)(C)C)c(OC(=O)CCCC(=O)O)c(C(C)(C)C)c1)Sc1cc(C(C)(C)C)c(OC(=O)CCCC(=O)O)c(C(C)(C)C)c1	46	38	38	47	21	-3.7*	25	73
36	CCN(CC)CCn1c(=N)n(CC(O)c2ccc(Cl)c(Cl)c2)c2ccccc21 (stereo unspecified)	-59*	79	85	/	90	56	10	58
37	O=C(CSc1nnc(-c2cnccn2)n1-c1ccccc1)c1ccc(Cl)cc1	102	92	98	103	92	100	103	81
38	O=C(Nc1ccc(Cc2ccc(NC(=O)Nc3cccnc3)cc2)cc1)Nc1cccnc1	95	89	61	/	84	87	104	97
39	CCn1c(SCc2ccc(OC)cc2)nnc1-c1nn(-c2ccc(Cl)cc2Cl)c(-c2ccc(Cl)cc2)c1C	81	85	92	58	87	67	97	85
40	CSc1nc(C(=O)O)cc(=O)[nH]1	106	100	104	107	102	105	112	111
41	Cc1cc(=O)[nH]c(/C(=N/Nc2ccccc2)C(=O)c2ccc(Cl)cc2)n1	97	66	104	103	93	92	110	89
42	S=c1nc(-c2ccccc2)cc(-c2cn(-c3ccccc3)nc2-c2ccc(OCc3ccccc3)cc2)[nH]1	103	89	94	93	94	92	103	92
43	S=c1[nH]ccn1-c1ccccc1	95	102	86	100	82	101	104	86
44	CC(C)C1CCC(C(C)(C)O)CC1 (stereo unspecified)	107	101	103	103	98	107	113	104
45	Cc1cc2cccnc2c2ncccc12	/	-12*	12	40	12	3.0*	32	45
46	CCN(Cc1ccc(Cl)c(Cl)c1)c1ccc2nc(N)nc(N)c2c1C	-70*	-5.6*	-74*	-57*	-56*	-98*	-95*	-91*
47	OC(Cc1ccccc1)(c1ccc(Cl)cc1)c1ccc(Cl)cc1	71	78	96	76	79	91	96	73
48	COc1ccc(N2C(=O)CCC2=O)cc1	101	104	91	97	92	100	104	101
49	COc1cnc2c(c1)C(=O)c1c-2n(CCCNCCO)c(=O)c2cc(F)ccc12	109	99	104	104	107	104	108	140
50	COC(=O)c1cccc2c(Cl)cc3ccccc3c12	91	88	101	91	93	101	97	/
51	CC(C)[C@H](N)C(=O)OCC(CO)OCn1cnc2c(=O)[nH]c(N)nc21 (stereo partly specified)	107	114	/	101	100	102	107	92
52	NNC(=O)c1cccc(C(=O)NN)n1	94	109	84	97	71	109	100	106
53	COc1ccc(-c2nn(-c3cccc(Cl)c3)cc2/C=C/C(=O)c2cccs2)cc1	91	93	/	/	97	99	107	93
54	COc1cc2c(cc1-c1c(C)noc1C)ncc1nc(C3CCCC3)n([C@H](C)COC(F)F)c12	41	49	32	44	32	/	54	20
55	CCCCC(CC)C/C=C(/C)OC(C)=O (stereo unspecified)	111	/	99	/	92	104	92	61
56	CCC(=O)Nc1ccc(C(=O)c2ccccc2)cc1	118	110	106	111	95	110	111	49
57	CC(C#N)NCc1ccccc1 (stereo unspecified)	108	90	106	103	94	98	113	91
58	COc1cc2nc(Cl)nc(Nc3cccc(C4=NN(C=O)C(c5ccc(Br)cc5)C4)c3)c2cc1OC (stereo unspecified)	100	90	104	91	89	95	100	98
59	CCOC(=O)c1c(/N=C2\SC(=O)/C(=C\C(=O)OC)N2c2ccccc2)sc2c1CCN(C(=O)OCC)C2	93	61	107	78	66	71	87	47
60	CCc1nnc(CNc2ccc(Cl)cc2)o1	95	114	111	91	94	/	100	102

# Given with values under each structure: part of the list above.
# Every second line gives: M14 | CCRF-CEM | HOP-62 | EKVX | A549/ATCC | SK-MEL-5 | SK-MEL-28 | HOP-92
(17) O=C1Nc2ccccc2/C1=N/N1C(=O)CN(CCCl)C1=O
  107 | 99 | 98 | 102 | 104 | 97 | 111 | 110
(18) NC(=O)c1cccc(NC(=O)C2CCCO2)c1 (stereo unspecified)
  102 | 103 | 101 | 96 | 100 | 100 | 112 | 106

# (further entries)
cpd	Structure	M14	CCRF-CEM	HOP-62	EKVX	A549/ATCC	SK-MEL-5	SK-MEL-28	HOP-92
61	CCCCCCCCn1cc[n+](C)c1 (tested in a mixture with another compound)	84	98	91	/	83	75	112	108
62	CCCCCN1C(=O)/C(=c2\sc3n(c2=O)NC2C(N=3)N(CC)C(=O)N2CC)c2cccc(C)c21 (stereo unspecified)	92	107	94	93	95	98	104	89
63	O=C(CSc1nc2ccc(Cl)cc2[nH]1)Nc1ccc(-c2nc3ccccc3s2)c(Cl)c1	101	92	104	95	89	99	114	91
64	COC(=O)/C(=C\c1ccncc1)c1cccc2ccccc12	90	73	93	90	81	110	98	92
65	Cc1nn(-c2ccccc2)c(N(C)Cc2ccccc2)c1C1CC(c2ccc3c(c2)OCO3)=NN1c1cc(Cl)cc(Cl)c1 (stereo unspecified)	87	94	77	94	70	93	108	103
66	NS(=O)(=O)c1ccc(-n2ncc(NC(=O)Nc3ccc(F)cc3)c2-c2ccccc2)cc1	111	63	97	104	95	84	109	88
67	Cc1cc(NC(=O)CNc2nc(Oc3ccc(F)cc3)nc(-c3ccc(F)cc3)n2)ccc1Cl	104	95	95	99	87	99	109	98
68	COc1ccc(C(=O)Oc2c(Cl)c(Cl)c(Cl)c(Cl)c2Cl)cc1	101	54	107	84	91	98	108	45
69	Cc1cc(N)nc(=O)n1C1CC(O)C(CO)O1 (stereo unspecified)	99	82	/	99	102	100	103	/
70	O=C(Cn1nnc2ccccc21)N/N=C/c1ccc(F)cc1	107	104	97	103	97	103	98	101
71	COc1ccc(/C=c2\c(=O)n(-c3ccccc3)c3nn4c(n23)=NNCC(O)C4)cc1 (stereo unspecified)	103	109	93	94	95	98	110	100
72	C[C@H](c1nc2ccc(F)cc2[nH]1)[C@H]1CC[C@H]2[C@@H]3CCC4=CC(=O)CC[C@]4(C)[C@H]3CC[C@]12C	76	68	97	77	85	67	97	/
73	O=C1N(Cc2cc(F)cc(C(F)(F)F)c2)c2ccccc2S(=O)(=O)N1c1cccnc1Cl	107	105	98	95	95	99	97	96

# A different layout for some results above.
# Results follow in this order: M14 | CCRF-CEM | HOP-62 | EKVX | A549/ATCC | SK-MEL-5 | SK-MEL-28 | HOP-92
17) O=C1Nc2ccccc2/C1=N/N1C(=O)CN(CCCl)C1=O
 : 107 | 99 | 98 | 102 | 104 | 97 | 111 | 110
18) NC(=O)c1cccc(NC(=O)C2CCCO2)c1 (stereo unspecified)
 : 102 | 103 | 101 | 96 | 100 | 100 | 112 | 106
19) Clc1ccc(OCCBr)cc1
 : 97 | 95 | 90 | 97 | 95 | 103 | 109 | 90
20) O=C1Nc2ccc(Cl)cc2C1=Nc1ccc(O)cc1
 : 101 | 89 | 93 | 98 | 106 | 98 | 109 | 88
21) CCN(CC)c1ccc(N2C(=O)/C(=C/c3cccs3)SC2=S)cc1
 : 95 | 83 | 106 | 92 | 92 | 94 | 98 | 6.6*
22) COc1ccc(/C=C/C(=O)c2cc3c(N)c(C(=O)Nc4cccc5ccccc45)sc3nc2C)cc1
 : 60 | 34 | 75 | 92 | 69 | 69 | 65 | 77
23) CCOC(=O)/C(=C/c1ccc(C#N)cc1)N(CC)CC
 : 105 | 95 | 101 | 106 | 96 | 102 | 114 | 106
24) COc1cccc(C/C(C)=C(/c2ccc(OCCN3CCCCC3)cc2)c2ccc(OC(C)=O)cc2)c1
 : 100 | 105 | 109 | 98 | 107 | 91 | 111 | 92
25) NC(=O)C(=O)Nc1ccc2c(c1)OCO2
 : 99 | 104 | 95 | 105 | 87 | 104 | 112 | 131
26) O=C(CN1CCN(c2cc3c(cc2F)c(=O)c(C(=O)O)cn3C2CC2)CC1)N/N=C/c1ccc(Cl)cc1
 : 101 | 83 | 102 | 94 | 91 | 99 | 101 | 96
27) O=C(Nc1ncc(Cc2cccc(C(F)(F)F)c2)s1)C(=S)N1CCOCC1
 : 119 | 101 | 105 | 96 | 99 | 99 | 113 | 97
28) COc1ccc(C2Sc3ccccc3N(CCN(C)C)C(=O)C2OC(C)=O)cc1 (stereo unspecified)
 : 94 | 97 | / | 95 | 95 | 100 | 105 | 88
29) COc1ccc(C2=Nc3c(N)ncnc3NC(c3sc(Cl)nc3Cl)C2)cc1 (stereo unspecified)
 : 111 | 49 | 106 | / | 93 | 100 | 109 | 86
30) O=C(Nc1cccc(Cl)c1)Oc1ccc2c(c1)CCC2
 : 112 | 95 | 100 | 106 | 100 | 111 | 106 | /
31) NC1=NC(c2ccc3ccccc3c2)c2sc3ccc(Cl)cc3c2N1 (stereo unspecified)
 : 98 | 97 | 99 | 93 | 101 | 98 | 116 | 87
32) CCCN(CCC)C(=O)SCC
 : 106 | / | 108 | / | 96 | 98 | 113 | /
33) CC(C)=CC/C=C(/C)[C@H]1CC[C@]2(C)[C@@H]1CC[C@@H]1[C@@]3(C)C/C(=C/c4ccc(Br)cc4)C(=O)C(C)(C)[C@@H]3CC[C@]12C
 : 96 | 91 | 100 | 89 | 96 | 97 | 109 | 88
